SENP6 inh – inhibitors of human SENP6 protease; 1.8% of 330,000 active; Recombinant SENP6 catalytic domain, aminoluciferin luminescence; Q9GZR1; inhibition, % at 10 µM;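 active means inhibition above about 50% at the single tested dose, limit read from the data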;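 further: plate controls were DMSO wells with enzyme for no effect and DMSO wells lacking enzyme for full effect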
SENP7 block – blocks the human protease SENP7 | Q9BQF6 | recombinant SENP7, Z-RLRGG-aminoluciferin luminescence, 40 min | inhibition, % at 5 µM | 1.5% of 330,000 active | AID 434973;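 active means inhibition above about 50% at the single test dose, limit read from the data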;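 further: plate controls were DMSO with enzyme for no effect and no enzyme buffer wells for full effect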
Apaf-1 inh – blocks human Apaf-1 apoptosome activity; O14727; reconstituted apoptosome caspase-3 activity, DEVD-Rh110 fluorescence; inhibition, % at 20 µM; 0.71% of 330,000 active; AID 489030; active means inhibition of at least 40% at 20 µM;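 further: plate controls were DMSO wells for no effect and DEVD-CHO caspase inhibitor wells for full effect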
Target sequence (O14727 whole entry, looked up): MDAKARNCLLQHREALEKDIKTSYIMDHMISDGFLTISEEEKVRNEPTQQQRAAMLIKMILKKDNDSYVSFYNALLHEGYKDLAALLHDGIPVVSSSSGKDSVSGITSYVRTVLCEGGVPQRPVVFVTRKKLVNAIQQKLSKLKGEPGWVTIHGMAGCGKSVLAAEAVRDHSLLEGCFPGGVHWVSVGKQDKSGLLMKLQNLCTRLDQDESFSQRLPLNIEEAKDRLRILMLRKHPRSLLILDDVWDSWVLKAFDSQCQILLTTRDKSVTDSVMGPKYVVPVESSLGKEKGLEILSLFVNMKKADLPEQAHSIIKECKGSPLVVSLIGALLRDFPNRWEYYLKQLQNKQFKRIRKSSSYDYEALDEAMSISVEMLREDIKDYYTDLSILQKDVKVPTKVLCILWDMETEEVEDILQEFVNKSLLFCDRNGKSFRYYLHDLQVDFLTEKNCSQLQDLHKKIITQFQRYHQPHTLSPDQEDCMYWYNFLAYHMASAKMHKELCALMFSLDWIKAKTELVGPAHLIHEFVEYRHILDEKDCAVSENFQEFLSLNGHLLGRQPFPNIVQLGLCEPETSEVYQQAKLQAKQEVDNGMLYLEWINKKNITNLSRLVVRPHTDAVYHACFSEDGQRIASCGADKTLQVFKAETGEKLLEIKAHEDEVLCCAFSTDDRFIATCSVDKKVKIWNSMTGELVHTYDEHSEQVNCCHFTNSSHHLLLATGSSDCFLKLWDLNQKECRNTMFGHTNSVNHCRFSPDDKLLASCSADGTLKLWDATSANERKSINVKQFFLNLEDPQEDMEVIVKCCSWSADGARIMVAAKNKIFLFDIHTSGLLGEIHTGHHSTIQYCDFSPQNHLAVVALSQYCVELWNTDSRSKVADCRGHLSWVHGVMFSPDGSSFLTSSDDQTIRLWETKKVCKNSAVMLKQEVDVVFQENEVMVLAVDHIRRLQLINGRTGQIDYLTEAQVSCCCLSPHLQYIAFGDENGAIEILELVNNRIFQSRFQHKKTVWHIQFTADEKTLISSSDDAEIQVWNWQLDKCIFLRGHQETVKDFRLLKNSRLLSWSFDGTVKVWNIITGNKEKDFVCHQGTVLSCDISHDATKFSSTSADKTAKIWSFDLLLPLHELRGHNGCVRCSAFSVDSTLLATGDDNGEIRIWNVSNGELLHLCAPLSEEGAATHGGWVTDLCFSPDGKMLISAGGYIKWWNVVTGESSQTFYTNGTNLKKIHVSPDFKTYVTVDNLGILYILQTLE
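Material: cell-free apoptosome with Apaf-1, procaspase-3 and caspase-9; Buffer or medium: Hepes pH 7.5 with detergent and BSA; Reagent: cytochrome c trigger plus (Z-DEVD)2-Rh110 caspase-3 substrate; Times: compound with Apaf-1, dATP, procaspase-3 30 min, then 50 min reaction, room temperature; Technique: Rh110 fluorescence intensity.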
SENP8 block-1 – SENP8 protease inhibition; purified SENP8, Z-RLRGG-aminoluciferin cleavage, luminescence; 1.2% of 330,000 active; inhibition, % at 10 µM; AID 2540; Q96LD8; in the data active means inhibition above about 50%
SENP8 block-2 – SENP8 (human) protease inhibition | recombinant SENP8, Nedd8 substrate fluorescence | inhibition, % at 20 µM | 0.64% of 360,000 active | AID 602440; in the data active means inhibition mostly above about 40%, no sharp cut-off; inactive means mostly below about 27%
PfG6PD inh – PfG6PD (Plasmodium falciparum) enzyme inhibition. AID 504690. inhibition, % at 20 µM. 0.78% of 350,000 active. PfGluPho enzyme, NADPH resazurin-diaphorase fluorescence;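 active means inhibition reaching at least a set limit at 20 µM in the primary screen, cut at about 59% in these data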;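 further: 0% = DMSO wells with substrate and 100% = DMSO wells lacking glucose-6-phosphate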
SENP1 FRET inh – SENP1 (human) catalytic domain inhibition; Q9P0U3; recombinant SENP1 catalytic domain, CyPet-SUMO1-YPet FRET cleavage; inhibition, % at 10 µM; 0.21% of 360,000 active;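 active means inhibition at least 30% at 10 µM, raw YFP signal under a set limit, fluorescence ratio 0.5 to 1.5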;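 further: 0% = enzyme with DMSO and 100% = no enzyme wells; some results filed as inactive read as strong as hits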
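Test system: human SENP1 catalytic domain; medium: Tris pH 8 buffer plus EDTA, NaCl, BME, BSA, NP40, catalase; incubation: 50 min reaction at room temperature; technique: FRET, CFP and YFP emission; controls: no-enzyme low control and enzyme-plus-DMSO high control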
HKDC1 inh – inhibitors of human hexokinase HKDC1; Q2TB90; recombinant HKDC1, G6PDH/diaphorase resazurin coupled fluorescence; inhibition, % at 20 µM; 0.16% of 340,000 active;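 active means inhibition above about 35% when tested at 20 µM, limit read from the data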;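 further: plate controls were DMSO wells with enzyme for no effect and DMSO wells lacking enzyme for full effect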
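Test system: recombinant HKDC1 (HK5) hexokinase enzyme, produced in-house / Doses: 20 µM test compound, 1% DMSO / Timing: 90 min, room temperature / Detection: G6PDH/diaphorase-coupled fluorescence, 1 mM NADP, 100 µM resazurin, 525/613 nm / Control set: DMSO wells with and without enzyme mix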
Starred values were filed as active, the others as inactive; i = inactive; . = not tested or not shown. Rows were taken by chance; overall some 3.6% were active at least once.

SMILES	SENP6 inh	SENP7 block	Apaf-1 inh	SENP8 block-1	SENP8 block-2	PfG6PD inh	SENP1 FRET inh	HKDC1 inh
O=[N+]([O-])c1cc(Cl)ccc1Oc1ccc(-c2nnco2)cc1	-1	-3	5	-12	12	17	3	-3
COc1cccc(CNC(=O)CCCC(=O)Nc2cccc([N+](=O)[O-])c2)c1	5	1	-10	7	19	12	0	-5
COc1ccc(/C(C)=N/NC(=O)CNC(=O)c2cccnc2)cc1	-3	5	2	2	23	0	2	-3
COc1ccc(OC)c(NC(=O)C23CC4CC(C2)CC(n2cnc(Br)n2)(C4)C3)c1	-2	5	-19	0	15	-6	2	-9
COc1ccc(Cl)cc1NC(=O)CCc1nnc2ccc(N3CCC4(CC3)OCCO4)nn12	9	4	6	-1	-19	3	1	-4
O=C(NCCc1ccccc1)c1ccc2c(=O)[nH]c3c(C(=O)NCC4CCCO4)sc(=S)n3c2c1 (stereo unspecified)	34	7	14	37	14	15	54*	34
CCNC(=S)N1CCC(c2nc3ccccc3s2)CC1	1	8	-25	9	10	8	0	-5
O=C(NNS(=O)(=O)c1ccccc1)c1cccc([N+](=O)[O-])c1	9	-4	-3	-7	14	-5	1	-1
COc1ccc(N(C)C(=O)CCS(=O)(=O)c2cccc3nonc23)c(OC)c1	2	-1	-1	-5	12	13	1	0
Cc1ccc(C(=O)NCC(=O)OC(C)C(=O)Nc2ccccc2[N+](=O)[O-])s1 (stereo unspecified)	2	7	-13	-3	14	10	2	-2
CCOC(=O)C1CCN(S(=O)(=O)c2ccc3oc(=O)ccc3c2)CC1	0	-12	5	-6	10	-17	0	-6
C[C@@H]1CN(c2c(F)c(F)c3c(=O)c(C(=O)O)cn(C4CC4)c3c2F)C[C@H](C)N1	1	6	-2	0	-320	1	0	4
COC(=O)C1=C(C(=O)OC)SC(=C2C(=S)C(C)(C)N(C(=O)C(C)C)c3ccccc32)S1	2	8	18	1	46*	30	5	2
N#C/C(=C/c1ccc(OCc2ccc(C(=O)O)cc2)cc1)C(=O)Nc1ccccc1	-22	1	1	2	16	-9	4	7
Cc1cc(Nc2ccccc2)nn1C(=O)c1ccc(Br)cc1	18	2	12	6	-19	-4	0	-3
Cc1c(C(=O)Nc2ccc(S(=O)(=O)Nc3ncccn3)cc2)oc2ccc(Cl)cc12	-2	5	2	-1	-17	-19	-1	-2
CC(C)Cc1nnc(NC(=O)CCC(=O)NCCc2ccc(Cl)cc2)s1	1	-1	-16	2	17	1	1	-8
CCOC(=O)N1CCN(C(=O)c2cc3c(s2)-c2ccc(Cl)cc2S(=O)(=O)C3)CC1	-11	-2	5	0	1	2	-4	-5
CCO/C([O-])=N/c1sn[n+](C)c1C	-17	-12	3	-8	13	-7	0	0
O=C(NCC1CCCO1)C1CC(=O)N(c2ccccc2)C1 (stereo unspecified)	-18	10	0	5	14	-1	-1	-5
Cc1cccc(C)c1NC(=O)CN(C)C(=O)c1ccc(-c2cccc(C(F)(F)F)c2)o1	-10	4	20	-8	-4	6	1	-2
Nc1cc(Cl)ccc1C(=O)OCC(=O)N1CCCCCC1	2	0	1	-5	i	-7	0	-3
CN(C)S(=O)(=O)c1ccc(S(=O)(=O)N(CC(=O)Nc2ccccc2)Cc2ccco2)cc1	-12	-10	-2	-5	16	10	2	-7
CC(C)(C)c1ccc(-c2nnc(SCC(=O)c3ccc4c(c3)OCCO4)o2)cc1	0	-1	7	-5	21	-12	2	-10
Cn1c(CCNC(=O)c2cccs2)nnc1SCC(=O)N1CCN(c2ccccc2)CC1	14	5	-23	-6	19	7	3	-6
CCOc1ccc(NC(=O)CSc2nc(O)c(C)c(=O)n2-c2ccc(F)cc2)cc1	-12	-4	8	0	11	-9	-2	-8
CN(C)CCCN1C(=O)CSC1c1ccc([N+](=O)[O-])cc1 (stereo unspecified)	23	5	-17	12	7	9	3	-1
CC(C)CSc1ccc(S(=O)(=O)NCC(=O)O)cc1[N+](=O)[O-]	.	.	.	.	11	-8	1	10
CCCCn1c(SCC(=O)Nc2nnc(CC)s2)nc2c1c(=O)n(C)c(=O)n2C	7	-4	-7	-5	16	-22	3	18
COC(=O)Nc1nc(-c2cc(Cl)ccc2Cl)cs1	-25	-6	4	-11	-1	-5	0	-6

SENP1 FRET inh, entries above that show a hit.
SMILES	SENP6 inh	SENP7 block	SENP8 block-2	PfG6PD inh	SENP1 FRET inh	HKDC1 inh
O=C(NCCc1ccccc1)c1ccc2c(=O)[nH]c3c(C(=O)NCC4CCCO4)sc(=S)n3c2c1 (stereo unspecified)	34	7	14	15	54*	34

Next results:
SMILES	SENP6 inh	SENP7 block	Apaf-1 inh	SENP8 block-1	SENP8 block-2	PfG6PD inh	SENP1 FRET inh	HKDC1 inh
Cc1cccc2c3nc4ccccc4nc3n(CCCN3C(=O)c4ccccc4C3=O)c12	.	.	.	.	-280	19	-27	2
COc1ccc(NC(=O)c2cc(S(=O)(=O)N3CCc4ccccc43)cn2C)cc1	-6	17	8	-5	10	9	3	2
Cc1ccc(C)c2[nH]c(=O)c(CN(CC3CCCO3)C(=S)NCc3ccco3)cc12 (stereo unspecified)	-13	-1	-6	-1	-32	31	-3	-2
CCOc1ccc(NC(=O)C(C)N2C(=O)c3ccccc3S2(=O)=O)cc1 (stereo unspecified)	-31	15	9	-2	10	11	1	-2
CC(=O)Nc1ccc(NC(=O)C23CC4CC(C2)CC(n2cnc(Br)n2)(C4)C3)cc1	2	-25	-9	2	-39	8	1	-2
CCCC(C)NC(=O)COc1ccc(S(=O)(=O)c2ccc(OCC(=O)NC(C)CCC)cc2)cc1 (stereo unspecified)	-15	-3	4	-5	23	-10	0	-9
O=C(N/C(=C\c1ccccc1Cl)C(=O)N1CCOCC1)c1ccc([N+](=O)[O-])cc1	5	-2	-309	-3	12	-18	-1	-8
Cc1ccc2c(c1)nnn2C1CCN(CC(=O)Nc2ccc(F)cc2)CC1	-12	-7	-7	-8	14	-7	2	-5
CCOC(=O)N1CCN(C(=O)c2cn(CC)c3ccc(S(=O)(=O)N4CCCCC4)cc3c2=O)CC1	-11	-13	2	-9	6	5	-2	7
CCC(C)NC(=O)c1ccc(CSCc2ccc(Cl)cc2)o1 (stereo unspecified)	-31	-13	21	-19	12	1	-2	3
CCN(C[C@H]1N[C@@](CC)(C(=O)OC)[C@H]2C(=O)N(Cc3ccccc3)C(=O)[C@@H]12)S(=O)(=O)c1ccc(-c2ccccc2)cc1	-2	8	8	0	8	2	2	-5
COc1ccc(CN(CC2CCC(C(=O)O)CC2)C(=S)Nc2ccccc2OC)cc1 (stereo unspecified)	-2	-1	-10	0	17	3	2	1
CCOc1ccc(N(CC)C(=O)COc2cc(=O)n(CC)c3ccccc23)cc1	-16	-6	5	0	1	-12	1	6
Nc1ccc(C(=O)N/N=C/c2ccc(N3CCOCC3)s2)cc1	-11	8	4	6	i	5	-40	-5
Cc1cc(C)c(C)c(S(=O)(=O)N(C)CCc2ccccn2)c1C	-6	2	7	2	4	-3	0	0
Cn1c(CNc2ccc(F)cc2)nc2ccccc21	80*	78*	-11	58*	20	11	0	-3
CCc1nn(CC(=O)N2CCN(CC)CC2)c(=O)c2cc3sccc3n12	1	6	10	-4	5	-9	0	-3
O=C(CSc1nc(O)c(C2CCCCC2)c(=O)[nH]1)Nc1ccccc1Cl	-26	7	-5	-7	4	1	1	-6
Oc1cccc(CN2CCOCC2)c1O	.	.	.	.	36	12	1	-1
COc1ccc(CN2CCNC(=O)C2CC(=O)NC2CCOCC2)cc1C (stereo unspecified)	-7	-8	15	-11	-82	1	-9	3
COc1ccc(-c2ccc3c(c2)C2CC3CCN2C(=O)OCc2ccccc2)cc1 (stereo unspecified)	.	.	.	.	1	-17	1	12
CCOC(=O)CON1C(=O)C(=O)N(OCC(=O)OCC)C2CCCCC21 (stereo unspecified)	-13	-3	-6	2	11	5	2	-13
O=C1c2cccc3cc([N+](=O)[O-])cc(c23)C(=O)N1c1ccccc1O	1	-3	-1	0	18	3	40*	-4
CCc1ncc(CN2CCCC(C(=O)Nc3cccc(-c4ccc(F)cc4)c3)C2)cn1 (stereo unspecified)	-6	2	25	-6	-1	7	-1	-5
COc1ccc(C(=O)C2CCCN(C(=O)C3=CCCC3)C2)c(C)c1 (stereo unspecified)	-8	9	-12	-1	20	-8	3	-1
O=S(=O)(NC(=S)c1ccccc1)c1ccc(F)cc1	14	3	-14	5	12	8	1	-3
Cc1ccc(S(=O)(=O)Nc2ccc3c(c2)n(C)c(=O)n3C)c(C)c1	-13	7	-2	-4	6	-23	-15	0
O=C(NC1CCCC1)C(c1ccncc1)N(C(=O)c1ccco1)c1ccc(Cl)cc1 (stereo unspecified)	-12	-12	1	-3	18	2	-1	5
CCn1c(=O)cc(OCC(=O)Nc2ccc3c(c2)OCCO3)c2ccccc21	-1	-2	2	-4	-2	-13	2	8
O=C(NCCCN1CCOCC1)c1ccc(-c2ccc(Cl)cc2)o1	-2	-10	10	-13	-41	-7	-2	-1
O=C(COC(=O)c1cncc(Br)c1)NC12CC3CC(CC(C3)C1)C2	4	6	5	4	6	.	-15	.
O=C(COC(=O)c1cccnc1Cl)c1ccc(Cl)s1	56*	76*	13	42	11	3	3	-6
Cc1ccc(CNC(=O)COC(=O)c2cc(=O)[nH]c3ccccc23)cc1	2	5	-6	3	-327	-2	3	-5
CCOC(=O)C1CCCN(C(=O)c2cccc([N+](=O)[O-])c2C)C1 (stereo unspecified)	-7	8	-6	-5	16	0	2	-15
Fc1ccc(-c2nnn(Cc3ccc(F)cc3Cl)n2)cc1	7	2	13	1	3	0	2	1
O=C(COc1ccccc1)NC(=S)Nc1cccc2cc(O)ccc12	9	2	2	9	-10	25	0	-2
Nc1nc2c(Cl)cc(Cl)cc2s1	-24	-11	-8	-16	13	-13	0	0
CC1CC2OC2CC1COC(=O)C1CC2OC2CC1C (stereo unspecified)	.	.	.	.	23	-5	1	-5
Cc1cc(C(=O)COc2ccc(C#N)cc2)c(C)n1CC1CCCO1 (stereo unspecified)	-5	4	5	-1	-9	0	0	-4
CCOc1ccc(CNC(=O)C2CCN(c3nnc(C)c4c(C)n(-c5ccc(C)cc5)nc34)CC2)cc1	-6	0	15	2	-366	7	2	6

Retrieved by compound from the list above, 2 records:
SMILES	SENP6 inh	SENP7 block	Apaf-1 inh	SENP8 block-1	SENP8 block-2	PfG6PD inh	SENP1 FRET inh	HKDC1 inh
O=C(COc1ccccc1)NC(=S)Nc1cccc2cc(O)ccc12	9	2	2	9	-10	25	0	-2
CCOc1ccc(CNC(=O)C2CCN(c3nnc(C)c4c(C)n(-c5ccc(C)cc5)nc34)CC2)cc1	-6	0	15	2	-366	7	2	6

Remaining list, next part.
SMILES	SENP6 inh	SENP7 block	Apaf-1 inh	SENP8 block-1	SENP8 block-2	PfG6PD inh	SENP1 FRET inh	HKDC1 inh
CC(=O)Nc1nc2ccc(NC(=O)c3ccco3)cc2s1	-6	-8	11	-14	-7	-2	2	6
COc1ccc(NC(=O)CSc2nc3ccccc3c(=O)n2CCCN2CCC(C)CC2)c(OC)c1	-5	-7	2	0	28	1	5	-2
CCOC(=O)c1cc(CC)sc1NC(=O)Cc1ccsc1	7	0	20	-10	-7	5	-1	2
O=C(NCC(c1cccs1)N1CCOCC1)c1ccc(Br)o1 (stereo unspecified)	5	2	-14	-4	26	-13	2	0

High-throughput results from PubChem.
